FBPA Giardia inh = inhibitors of Giardia lamblia fructose-1,6-bisphosphate aldolase; purified Giardia FBPA; 290,000 compounds, 0.71% hits; AID 2451; A8B2U2; Potency, µM (titrated, usually from 59.6 µM), for inactives: top-dose activity, negative = inhibition, hits mostly inhibitors; further: potency means the concentration at half of the fitted maximal effect; on the % scale 0 is the no-effect control and ±100 the full control effect; nearly all actives have a fitted effect of over 55% in size
Target sequence (A8B2U2 whole entry, looked up): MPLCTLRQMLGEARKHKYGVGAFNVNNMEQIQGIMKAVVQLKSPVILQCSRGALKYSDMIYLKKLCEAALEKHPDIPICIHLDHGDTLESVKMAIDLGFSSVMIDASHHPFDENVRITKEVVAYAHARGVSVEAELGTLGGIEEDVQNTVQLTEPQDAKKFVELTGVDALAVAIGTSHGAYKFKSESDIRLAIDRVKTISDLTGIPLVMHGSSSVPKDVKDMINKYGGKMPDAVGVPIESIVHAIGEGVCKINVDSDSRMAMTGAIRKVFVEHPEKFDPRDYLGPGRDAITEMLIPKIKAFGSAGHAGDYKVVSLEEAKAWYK
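40 nM FBPA preincubated 10 min at RT with compound (up to 57.5 uM final), then substrate plus GAPDH/TPI/NAD/arsenate coupling and diaphorase/resazurin added. Fluorescence read after 20 min at RT, 525/598 nm.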
AmpC inh no detg = AmpC beta-lactamase inhibition without detergent. P00811. AmpC nitrocefin hydrolysis, absorbance 480 nm, 0.0001% Triton. Potency, µM (top dose mostly 57.1 µM), for inactives: at the top dose activity change, negative = inhibition, actives largely listed as inhibitors. 330,000 compounds, 0.52% hits;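 further: potency means the concentration at half of the fitted maximal effect; plate controls were no compound for no effect and no enzyme for full effect; nearly all actives have a fitted effect of over 20% in size; some results filed as inactive show a strong effect at the top dose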
Target sequence (P00811 whole entry, looked up): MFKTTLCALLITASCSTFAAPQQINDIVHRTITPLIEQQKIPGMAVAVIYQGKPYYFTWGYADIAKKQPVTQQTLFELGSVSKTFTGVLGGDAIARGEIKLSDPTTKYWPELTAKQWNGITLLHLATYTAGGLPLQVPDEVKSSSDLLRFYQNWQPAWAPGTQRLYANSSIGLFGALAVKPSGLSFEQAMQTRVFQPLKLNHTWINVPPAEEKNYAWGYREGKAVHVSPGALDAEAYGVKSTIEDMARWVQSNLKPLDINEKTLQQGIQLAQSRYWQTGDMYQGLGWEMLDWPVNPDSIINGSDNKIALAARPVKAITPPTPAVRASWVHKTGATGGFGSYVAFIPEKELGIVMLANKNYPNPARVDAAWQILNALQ
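AmpC (5.3 nM in the dispensed reagent) in 20 mM phosphate pH 7.0 with 0.01% (detergent screen) or 0.0001% Triton X-100 was preincubated with compounds for 15 min at room temperature. Nitrocefin was then added from an 800 uM solution, and hydrolysis was followed at 480 nm.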
AMA1 RON2 block = AMA1-RON2 (P. falciparum) interaction inhibition. 360,000 compounds, 0.2% hits. AID 720542. Potency, µM (series often up to 58.2 µM), for the others: top-dose activity change, negative = inhibition, most hits filed as inhibitors. AlphaScreen AMA1-biotinylated RON2 peptide binding;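 further: potency means the concentration at half of the fitted maximal effect; 0% = vehicle wells and -100% = peptide control; nearly all actives have a fitted effect of over 45% in size; some results filed as inactive show a strong effect at the top dose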
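AMA1 (3D7) with his tag at 25 nM final met compounds first, then biotinylated RON2 peptide at 25 nM; detection used donor plus acceptor beads, 10 µg/mL apiece, read by AlphaScreen after 30 min at room temperature.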
Shiga toxin inh = Shiga toxin inhibition | Vero cells, Shiga toxin protein synthesis inhibition reporter | inhibition, % at 38.7 µM | AID 2315 | 290,000 compounds, 9.2% hits; in the data active means inhibition mostly above about 28%, no sharp cut-off; inactive means mostly below about 43%; further: 0% is about no effect
Cycloheximide cs = counter-screen hit for Shiga toxin inhibitors, cycloheximide | cell reporter, cycloheximide protein synthesis inhibition counterscreen | max response, % | 300,000 compounds, 12% hits | AID 2314; in the data active means max response mostly above about 13%, no sharp cut-off; inactive means mostly below about 14%; further: read at 38.3 µM for the half of the compounds with a filed dose; 0% is about no effect
AmpC inh detg = blocks E. coli AmpC beta-lactamase in detergent assay. P00811. AmpC hydrolysis of nitrocefin, absorbance 480 nm, 0.01% Triton. Potency, µM (doses to about 114 µM), without a hit: at the highest dose activity change, negative = inhibition, most hits filed as inhibitors. 370,000 compounds, 0.041% hits;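 further: potency means the concentration at half of the fitted maximal effect; 0% = no-compound wells and -100% = no-enzyme wells; nearly all actives have a fitted effect of over 25% in size; some results filed as inactive show a strong effect at the top dose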
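20 mM phosphate pH 7.0 + 0.01% (detergent screen) or 0.0001% Triton X-100; 5.3 nM AmpC reagent; cpd preinc 15 min RT; nitrocefin (800 uM stock) to start; A480 q20 s × 4 min; Activity was normalised to no-enzyme and no-compound control wells.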
HCMV antiviral = blocks human cytomegalovirus replication. HFF cells, HCMV-luciferase reporter, 72 h; hits give low values. 410,000 compounds, 4.5% hits. activity change, negative = inhibition, % at 57.5 µM; in the data active means activity change below about -60%; inconclusive means no clear call, values can overlap the other calls; inactive means above about -39%; further: on the % scale 0 is the no-effect control and ±100 the full control effect
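Two-dose cell screen: HFF monolayers treated with compounds and infected with luciferase-expressing HCMV at 1 PFU/cell, 72 h at 37C, then lysed for luciferase measurement.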
The depositor's hits bear a star; ? = inconclusive; / = no result given; & = joins results of further samples; [ ] = remark or other dose. Unless noted, the call rests on the fitted dose curve; in most records, active means well fitted curve in the direction sought with a large enough effect; inconclusive means small, poorly fitted or top-dose-only effect, or another doubt; inactive means no such curve, though single readings can be large; an effect the other way counts as inactive or inconclusive. Random draw from the library, and some 16% of all compounds hit somewhere here.

compound	FBPA Giardia inh	AmpC inh no detg	AMA1 RON2 block	Shiga toxin inh	Cycloheximide cs	AmpC inh detg	HCMV antiviral
Cc1ccc(C(=O)NCCc2ccc(F)cc2)s1	-1%	-19%	-28%	58*	59*	-9%	54
c1nc(N2CCC3(CC2)OCCO3)c2c3c(sc2n1)CCCC3	1%	61%[activator]	2%	-20	-4	?	?
CCOc1ccccc1C1NC(=O)NC(C)=C1C(=O)OCc1ccccc1 (stereo not drawn)	2%	-4%	0%	-17	-3	-11%	-31
CC(Oc1ccc(C#N)cc1)C(=O)c1ccc(F)c(F)c1 (stereo not drawn)	-2%	-31%	5%	9	13	2%	0
CCN(C[C@H]1N[C@@](C)(C(=O)OC)[C@H]2C(=O)N(Cc3ccccc3)C(=O)[C@@H]12)C(=O)NC(C)C	/	-4%	0%	/	/	/	10
COc1ccc(NC(=S)N2CCN(S(=O)(=O)c3ccccc3)CC2)cc1OC	-6%	-7%	-13%	-3	-3	?	/
CC[C@]12c3[nH]c4ccccc4c3CCN1C(=O)C(CC(=O)NCc1ccco1)C[C@@H]2C(=O)N1CCN(C(=O)c2ccco2)CC1 (stereo partly drawn)	/	122%[activator]	-3%	/	/	/	20
O=C(CC(C(=O)N1CCc2ccccc21)n1ccnc1)NCc1ccccc1 (stereo not drawn)	3%	20%	-4%	-3	-3	-2%	28

compound	FBPA Giardia inh	AmpC inh no detg	AMA1 RON2 block	Shiga toxin inh	Cycloheximide cs	AmpC inh detg	HCMV antiviral
CCC(=O)Nc1cccc(NC(=O)CSc2nnc(C3CC3)n2C)c1	0%	-8%	18%	-13	-3	?	-3
Clc1ccc(Cn2ncc3c(NCc4cccnc4)ncnc32)cc1	5%	52%	0%	-7	-1	?	-72*
COc1ccc(NS(=O)(=O)c2cc(C(=O)NNC(=O)c3ccncc3)ccc2OC)c(OC)c1	/	-14%	-8%	/	/	/	-6
COc1ccc(C(=O)COC(=O)CCN2C(=O)C3C4C=CC(C5CC45)C3C2=O)cc1 (stereo not drawn)	/	46%	-7%	-31	1	3%	-6
NC(=O)C1CCN(C(=O)c2ccc(C(F)(F)F)cc2)CC1	1%	-15%	-1%	-16	5	-1%	-11
CCOc1ccc(NC(=O)N2CC(C)OC(C)C2)cc1 (stereo not drawn)	6%	-1%	-4%	19	5	6%	7
COC(=O)c1ccc(NC(=O)CN2CCN(S(=O)(=O)c3ccc(Br)cc3)CC2)cc1	/	18%	-4%	-10	-6	-7%&13%	-7&-7
O=C(CCN1CCN(C/C=C/c2ccccc2)CC1)Nc1ccccc1	1%	-5%	0%	-44	1	-2%	3

Single values from the list.
Result for `COc1ccc(C(=O)COC(=O)CCN2C(=O)C3C4C=CC(C5CC45)C3C2=O)cc1` (stereo not drawn) under Shiga toxin inh: -31
Result for `CCOc1ccc(NC(=O)N2CC(C)OC(C)C2)cc1` (stereo not drawn) under AmpC inh no detg: -1%

(cont.)
compound	FBPA Giardia inh	AmpC inh no detg	AMA1 RON2 block	Shiga toxin inh	Cycloheximide cs	AmpC inh detg	HCMV antiviral
Cc1ccc(NCc2nnc(SCC(N)=O)n2CC2CCCO2)c(C)c1 (stereo not drawn)	-3%	-25%	-7%	12	1	-4%	25
c1ccc(C(CN2CCOCC2)c2ccccc2)cc1	?	10%	-12%	-11	2	-17%	40
COc1ccccc1-c1nnc(SCC(=O)O)n1C	-1%	-17%	3%	-4	-4	-13%	104
Cc1nc(C)c(C(=O)OCC(=O)Nc2ccccc2SCC#N)s1	/	-16%	2%	/	/	1%	46
CC(=O)c1ccc(NC(=O)c2cn(C)c(=O)c3ccccc23)cc1	/	/	9%	/	/	-1%	25&24
COc1ccc(C)cc1-n1c(SCC(=O)NC2CC2)nc2ccccc2c1=O	/	46%	1%	/	/	10%	-21
C[C@@H]1CC[C@@]2(O[C@H](CCO)C[C@H](O)[C@H]2O)O1	2%	-5%	-4%	30	-4	2%	53
COc1ccccc1-c1nnc(NC(=O)C(C)Sc2nncn2C)s1 (stereo not drawn)	1%	-19%	3%	18	15	7%	56

compound	FBPA Giardia inh	AmpC inh no detg	AMA1 RON2 block	Shiga toxin inh	Cycloheximide cs	AmpC inh detg	HCMV antiviral
CN(CC(=O)NCCC1=CCCCC1)S(=O)(=O)c1ccc2c(c1)c(=O)n(C)c(=O)n2C	-9%	83%[activator]	-7%	-20	-11	?	-3
CC(Oc1ccccc1)C(=O)Nc1oc(-c2ccco2)c(-c2ccco2)c1C#N (stereo not drawn)	4%	-29%	-11%	-13	-3	-10%	-14
Cc1cc(NS(=O)(=O)c2ccc(NC(=O)CNS(=O)(=O)c3ccccc3)cc2)nc(C)n1	/	-6%	-7%	/	/	/	-15
Cc1ccc(CN2CC(C(=O)N(C)CC(=O)Nc3cccc(F)c3)CC2=O)cc1 (stereo not drawn)	/	61%[activator]	-8%	-2	-3	-10%	6
CC1=CC2=NC(=O)/C(=C\c3ccc(-c4ccc(Cl)cc4)o3)C(=N)N2O1	3%	-22%	/	0	18*	?	?
CCCC(=O)Nc1ccc(C(=O)NCCc2ccc(F)cc2)cc1	1%	-28%	13%	19	24*	?	-13
CC(=O)c1ccc(S(=O)(=O)N2CCC(NC(=O)c3ccccc3)CC2)cc1	6%	282%[activator]	-2%	-10	-2	-15%	53
Cn1sc(=O)n(Cc2ccccc2)c1=O	-25%	/	/	-9	-10	/	/

compound	FBPA Giardia inh	AmpC inh no detg	AMA1 RON2 block	Shiga toxin inh	Cycloheximide cs	AmpC inh detg	HCMV antiviral
CN(CC(=O)N1CCN(c2ccc(F)cc2)CC1)S(=O)(=O)c1ccc(F)cc1	-3%	86%[activator]	8%	33*	14	7%	-10
COc1ccc2nc(SCC(=O)Nc3ccc(S(=O)(=O)N4CCCC4)cc3)c(C#N)cc2c1	-13%	-44%	23%	-9	-2	?	?
CCSc1nnc(NC(=O)c2cc(-c3ccccc3O)n[nH]2)s1	11%	-21%	91%[activator]	45	1	3%	-2
COC(=O)c1ccccc1NCCO	-3%	-10%	-8%	29	-4	-6%	19
COc1ccc(C2=NN3C(=O)c4c(ccc(OC)c4OC)C3C2)cc1 (stereo not drawn)	3%	?	3%	-10	12	1%	2
COc1cc2cc(CCOC(=O)c3ccco3)oc(=O)c2cc1OC	/	-8%	-3%	/	/	-2%	5
C/C(=N\NC(=O)c1nnn(-c2nonc2N)c1-c1ccccc1)c1ccccc1O	4%	-35%	85%[activator]	-16	1	?	-89*
C/C(CC(=O)Nc1c(C)cc(C)cc1C)=N\NC(=O)OC(C)(C)C	3%	2%	-5%[2.32 µM]	79*	25*	0%	-9

compound	FBPA Giardia inh	AmpC inh no detg	AMA1 RON2 block	Shiga toxin inh	Cycloheximide cs	AmpC inh detg	HCMV antiviral
C/C(Cn1cnc([N+](=O)[O-])n1)=N\NC(=O)c1ccc(F)cc1	-15%	-20%	60%[activator]	41*	25*	?	84
CSCCC(NC(=O)c1ccccc1Br)C(=O)N1CCC(C)CC1 (stereo not drawn)	6%	-8%[11.4 µM]	4%	-4	10	-13%	-21
Cc1cccc(C)c1NC(=O)CN(C)C(=O)C1CCN(c2ncnc3sc(C)c(C)c23)CC1	/	?	-20%	/	/	?	?
COc1ccc(Cl)cc1NC(=O)CN1C(=O)CCS(=O)(=O)c2ccccc21	-20%	-5%	0%	7	0	?	5
CC[C@]1(C(=O)OC)[C@H]2C(=O)N(Cc3ccccc3)C(=O)[C@H]2[C@H]2CN=C(SCc3ccc(C)cc3)N21	/	21%	-1%	/	/	/	-27
CN1CCN(C(=O)C2=C[C@H](c3ccc(Br)cc3)C[C@H](OCCCCO)O2)CC1	0%	93%[activator]	-8%	-4	-1	11%	4
CCCOc1cccc(-c2cc(C(=O)NN)c3ccccc3n2)c1	-4%	10µM*	44%[activator]	18	7	-13%	-28
COc1ccc(NC(=O)Cn2nnc(C(=O)NCc3cccs3)c2N)c(OC)c1	-1%	2%	0%	-5	1	3%	-12

compound	FBPA Giardia inh	AmpC inh no detg	AMA1 RON2 block	Shiga toxin inh	Cycloheximide cs	AmpC inh detg	HCMV antiviral
O=C(O)c1cc(N/N=C/C=C/c2ccccc2[N+](=O)[O-])ccc1Cl	3%	-34%	-7%	68*	42*	-4%	25
CCOCCCNC(=O)CN1C(=O)/C(=C/c2ccccc2)Sc2ccccc21	0%	212%[activator]	9%	8	6	4%	?
CN(c1ccccc1)S(=O)(=O)c1cccc(C(=O)OCC(=O)NCc2ccc3c(c2)OCO3)c1	2%	-25%	24%	-10	-2	-17%	-7
Cc1cnn(-c2cc(N/N=C/c3ccc(F)cc3)ncn2)c1	3%	-7%	-6%	-19	-5	?	-35
COc1ccccc1NC(=S)NC(=O)/C=C/c1cccs1	-5%	-54%	24%	7	16	-5%	-8
Cc1nnc(SCC(=O)NNC(=O)c2ccccc2)n1-c1ccccc1	-2%	-4%	?	-18	-2	-2%	-17
CCSc1ccc([C@@H]2[C@@H]3C(=O)N(C)C(=O)[C@@H]3[C@]3(C(=O)OC)CCCCN23)cc1	/	109%[activator]	43%[activator]	/	/	-3%	-15
O=C1CC(=O)CC(c2ccco2)C1	3%	-26%	43%[activator]	-14	-3	0%	13

compound	FBPA Giardia inh	AmpC inh no detg	AMA1 RON2 block	Shiga toxin inh	Cycloheximide cs	AmpC inh detg	HCMV antiviral
Cc1ccc(NC(=O)CSc2ncc(S(=O)(=O)c3ccccc3)c(=O)[nH]2)cc1C	?	-3%	-6%	10	4	?	34
COC(=O)[C@@]1(Cc2ccc(OC)cc2)[C@H]2c3cc(C(=O)N(C)C)[nH]c3C[C@H]2CN1C(=O)c1ccccc1	-6%&1%	386%[activator]	-21%	-17	-3	4%	0
CC1CCC(C(=O)NC(C(=O)N2CCc3ccccc3C2)C(C)C)CC1 (stereo not drawn)	-2%	5%	-2%	-8	-4	3%	5
CC(NC(=O)CCCc1ccccc1)c1ccncc1 (stereo not drawn)	8%	-9%	6%	/	-1	-4%	-39
CCc1nc2ccccc2c(C(=O)OCC(=O)Nc2ccc(S(=O)(=O)N3CCOCC3)cc2)c1C	-3%	37%	-2%	-11	-4	-12%	-32
CCOc1ccc(N(CC(=O)NC2CCCCCC2)S(=O)(=O)c2ccccc2)cc1	/	-17%	3%	-17	-3	7%	-9
COc1cccc(/C=C(/C#N)c2ccc(F)cc2)c1OCc1cccc(C(=O)O)c1	15%	-30%	12%	37	7	-1%	121
COc1cccc(NC(=O)Nc2cc(C(=O)O)ccc2C)c1	9%	-29%	2%	-4	-3	-7%	1
CCC(C)(C)NC(=O)C(C)OC(=O)c1nsc(Cl)c1Cl (stereo not drawn)	1%	-13%	-10%	2	-2	-4%	-7
